High-throughput results as filed in PubChem.
XBP1 UPR activ: activators of adaptive XBP1 UPR arm, primary screen, cell-based, CHO-XBP1 luciferase reporter, luminescence, uHTS. AID 463104, 2010. 330,000 compounds, 0.33% hits. IRE1-XBP1 UPR activation; percent of tunicamycin response, DMSO as zero. activation, % at 20 µM;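 active means versus positive control, 20 µM dose yields 30% or more activation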;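 further: 100% = tunicamycin at 10 µg/mL and 0% = DMSO only wells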
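Material: IRE1-XBP1 luciferase reporter CHO line / Quantity: one thousand reporter cells per well / Buffer or medium: F12 with 10% serum / Compound: 20 µM single concentration, DMSO 1% / Times: 6 h treatment, 37 °C / Detection: Steady-Glo luciferase glow luminescence, 10 min after reagent addition / Benchmarks: tunicamycin high, DMSO low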
Jurkat NFkB inh: inhibitors of induced NF-kB luciferase reporter, primary screen, TCR NF-kB activation inhibitor project, cell-based, luminescence, uHTS. Jurkat, PMA/ionomycin-induced NF-kB luciferase reporter. 330,000 compounds, 0.53% hits. inhibition, % at 4 µM; in the data active means inhibition above about 50%
UPR CHOP act: activators of apoptotic CHOP UPR arm, primary screen, cell-based, CHO-CHOP luciferase reporter, luminescence, uHTS. UPR activation; percent of tunicamycin response over DMSO baseline. activation, % at 10 µM. 330,000 compounds, 0.34% hits. AID 449763, 2010;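 active means at 10 µM dose, activation of 40% or more, normalized to positive control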;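 further: 100% = tunicamycin at 10 µg/mL and 0% = DMSO alone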
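System: CHO-CHOP luciferase reporter cell line; amount: 500 cells/well; buffer or medium: F12 medium containing 10% fetal bovine serum; incubation: 6 h compound exposure at 37 °C after overnight seeding; measured by: luciferase luminescence after 10 min with Steady-Glo reagent; evaluation: % reporter activation, DMSO baseline versus tunicamycin full activation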
Gli-Sufu antag: Gli-Sufu pathway antagonists, primary screen, luciferase luminescence, Sufu-KO-LIGHT cells, uHTS; 340,000 compounds, 0.74% hits; Sufu-KO-LIGHT fibroblasts, Gli luciferase reporter luminescence; inhibition, % at 5 µM;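 active means inhibition above about 55%, limit read from the data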;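 further: 0% = DMSO-treated cells and 100% = wells with medium but no cells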
CXCR6 inh: CXCR6 receptor inhibitors, primary screen, cell-based, beta-arrestin, luminescence, CHO-K1 PathHunter, 1536-well. inhibition, % at 20 µM. C-X-C chemokine receptor type 6 (Homo sapiens), O00574. AID 602244, 2012. 360,000 compounds, 0.36% hits; in the data active means inhibition above about 34%, passing the limit was not always enough;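 further: antagonist mode with CXCL16 agonist at 10 nM final; 0% = 10 nM CXCL16 with DMSO and 100% = unstimulated wells without agonist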
Target sequence (O00574 whole entry, looked up): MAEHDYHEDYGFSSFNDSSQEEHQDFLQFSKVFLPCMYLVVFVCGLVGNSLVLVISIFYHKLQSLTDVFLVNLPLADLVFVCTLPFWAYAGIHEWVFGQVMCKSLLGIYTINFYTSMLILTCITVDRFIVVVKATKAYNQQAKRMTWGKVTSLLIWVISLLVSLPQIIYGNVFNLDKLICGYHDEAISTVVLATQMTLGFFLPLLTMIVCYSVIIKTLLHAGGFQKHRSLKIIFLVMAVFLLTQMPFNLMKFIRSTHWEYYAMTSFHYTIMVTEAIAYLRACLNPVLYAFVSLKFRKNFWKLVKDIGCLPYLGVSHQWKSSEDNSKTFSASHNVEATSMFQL
Mdm2 MdmX PPI: inhibitors of human Mdm2-MdmX association, primary screen, cell-based, luminescence, split luciferase, SaOS-2, uHTS | 330,000 compounds, 3% hits | AID 485346, 2010 | SaOS-2 split-luciferase Mdm2/MdmX complementation | inhibition, % at 8 µM | Protein Mdm4 (Homo sapiens) + E3 ubiquitin-protein ligase Mdm2 (Homo sapiens), …;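 active means inhibition of at least 50% at 8 µM in the primary screen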
697 NFkB inh: inhibitors of PMA/ionomycin-induced NF-kB reporter, 697 cells, primary screen, B-cell NF-kB inhibitor project, cell-based, luminescence, uHTS. 330,000 compounds, 0.33% hits. 697 B-cell NF-kB luciferase reporter, 16 h. inhibition, % at 4 µM; in the data active means inhibition above about 35%
EBI2 block: EBI2 receptor antagonists, beta-arrestin recruitment, primary screen, cell-based, luminescence, 7a,25-OHC stimulation, uHTS. 7a,25-OHC stimulated. AID 651636, 2012. 360,000 compounds, 0.81% hits. inhibition, % at 5 µM; in the data active means inhibition above about 38%;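 further: enzyme fragment complementation signal reports receptor beta-arrestin coupling in cells; 0% = agonist plus DMSO wells and 100% = wells without agonist; some results beyond the cut were filed as inactive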
Target sequence (P32249 whole entry, looked up, the tested form may be a part): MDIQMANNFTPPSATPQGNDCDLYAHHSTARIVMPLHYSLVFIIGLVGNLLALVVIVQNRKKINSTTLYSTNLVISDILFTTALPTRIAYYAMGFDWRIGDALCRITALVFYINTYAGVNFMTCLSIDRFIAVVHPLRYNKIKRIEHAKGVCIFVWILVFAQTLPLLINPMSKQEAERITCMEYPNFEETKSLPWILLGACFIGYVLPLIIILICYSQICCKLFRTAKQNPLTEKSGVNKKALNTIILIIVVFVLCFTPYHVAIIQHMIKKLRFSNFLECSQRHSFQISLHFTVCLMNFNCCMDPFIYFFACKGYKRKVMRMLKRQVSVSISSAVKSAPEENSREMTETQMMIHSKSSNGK
CCR6 antag: CCR6 receptor antagonists, primary screen, cell-based, CHO-K1, luminescence, beta-arrestin, uHTS; C-C chemokine receptor type 6 (Homo sapiens), P51684; 340,000 compounds, 0.49% hits; CHO-K1 CCR6 PathHunter beta-arrestin, CCL20-stimulated; inhibition, % at 20 µM;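 active means compounds whose inhibition of the agonist-driven luminescence signal at 20 µM reaches about 50%, limit read from the data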;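 further: cells stimulated with CCL20 at 14 nM final; plate controls were DMSO with CCL20 for no effect and DMSO without agonist for full effect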
Target sequence (P51684 whole entry, looked up): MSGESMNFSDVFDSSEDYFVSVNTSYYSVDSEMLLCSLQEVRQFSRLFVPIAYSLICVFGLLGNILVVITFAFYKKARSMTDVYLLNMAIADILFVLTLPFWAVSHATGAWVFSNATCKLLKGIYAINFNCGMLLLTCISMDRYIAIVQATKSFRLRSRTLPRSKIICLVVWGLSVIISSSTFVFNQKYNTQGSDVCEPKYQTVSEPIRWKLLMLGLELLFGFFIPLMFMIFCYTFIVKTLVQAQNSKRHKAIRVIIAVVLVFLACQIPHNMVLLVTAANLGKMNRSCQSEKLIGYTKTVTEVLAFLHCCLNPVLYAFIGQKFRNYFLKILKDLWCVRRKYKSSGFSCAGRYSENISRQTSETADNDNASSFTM
* marks the source's active call; other numbers are inactive results; . = not tested or not shown.

SMILES	XBP1 UPR activ	Jurkat NFkB inh	UPR CHOP act	Gli-Sufu antag	CXCR6 inh	Mdm2 MdmX PPI	697 NFkB inh	EBI2 block	CCR6 antag
CCCCOC(=O)Nc1nc(C)c(C(=O)OCC)s1	6.3	4.8	3.6	-36.8	-4.0	-33.6	-11.4	14.6	3.9
CCc1ccc(C2=NN(CCC(=O)NC(C)c3ccc4c(c3)OCCO4)C(=O)CC2)cc1 (stereo unspecified)	0.8	-11.3	-0.7	10.0	-1.8	-10.6	-7.0	-3.8	4.2
CCSCc1nnc(SCC(=O)Nc2ccc(OC)cc2)n1C	-1.8	-8.4	-2.1	3.0	-4.9	18.6	-1.2	-10.8	-2.4
C=CCN(CC=C)C(=O)Nc1ccc2nc(C)sc2c1	-1.5	3.5	0.7	17.9	-0.1	-0.6	10.1	-2.1	1.2
N#CCSc1ccccc1NC(=O)COC(=O)CCN1C(=O)C2CC=CCC2C1=O (stereo unspecified)	-2.0	-8.3	2.3	-4.4	0.2	-3.1	3.7	-9.7	6.5
Cn1ccnc1COc1ccc(C=O)cc1	-3.1	1.5	2.0	6.3	7.5	28.2	0.1	0.3	3.8
O=C(O)CSc1nc2sc3c(c2c(=O)n1Cc1ccccc1)CCCCC3	-1.3	-46.6	6.2	0.7	-5.8	26.5	-48.6	-6.4	3.4
CCc1ccc(Nc2n[n+](-c3ccccc3)c(-c3cccc(Cl)c3Cl)s2)cc1	-3.9	-6.8	0.3	-12.5	13.9	25.6	4.1	-4.9	22.0
CN(Cc1ccccc1)C(=O)CCC(=O)N(C)Cc1ccccc1	0.5	-31.9	1.3	-44.8	-3.2	-35.1	-33.9	0.7	-1.1
O=C(CS(=O)(=O)c1ccccc1)N1CCCCC1	-5.1	3.2	1.4	-21.3	0.7	7.2	12.7	-0.1	-1.8
COc1ccc(N2CCN(c3oc(Cc4cccc5ccccc45)nc3C#N)CC2)cc1	-1.7	-10.7	-2.3	9.8	-5.4	11.7	19.4	16.8	15.8
COc1ccc(N2CCN(C(=O)CCN3C(=S)NC(C)(C)CC3C)CC2)cc1 (stereo unspecified)	-2.5	-8.9	6.5	.	-1.3	-19.2	-9.9	-4.7	8.8
CCCn1c(=O)c(C(=O)NCc2ccco2)c(O)c2ccccc21	2.4	0.5	-2.3	-17.1	-2.7	-8.2	19.0	-1.5	-12.4
CC(C)C(NC(=O)c1ccc(F)cc1)C(=O)Nc1cccnc1 (stereo unspecified)	-0.1	3.2	0.6	-10.2	-0.1	-3.0	7.3	-5.0	9.5
CCCCNc1c(C(=O)OCC)c(=O)[nH]c2ccccc12	-3.4	0.5	0.6	-4.2	-13.1	18.6	-18.8	-5.9	-5.6
CCOc1cc(CNCCO)cc(Br)c1OCc1ccccc1	-1.5	42.7	-1.8	32.4	-4.9	16.6	-4.9	-11.1	14.6
CCCn1nc(C(=O)NNC(=O)C2CSC3(C)CCC(=O)N23)c2ccccc2c1=O (stereo unspecified)	-0.2	11.9	0.5	0.6	3.1	14.8	6.3	0.1	-4.2
Cc1cccc(CSc2nnc(-c3ccco3)n2C)c1	2.5	-12.9	3.5	-14.7	-5.7	10.6	6.8	6.0	-6.2
CCCn1c(SCC(=O)Nc2ccc(C(=O)Nc3ccccc3OC)cc2)n[nH]c1=O	-1.9	-8.5	-1.5	-5.0	-2.8	-9.9	-11.8	14.8	-8.0
Cc1ccc(C(=O)NC(=C(Cl)Cl)S(=O)(=O)c2ccc(Cl)cc2)cc1	2.5	21.0	1.2	-0.4	6.1	35.4	15.1	-31.6	13.7

Profiles from above. Order of values: XBP1 UPR activ | Jurkat NFkB inh | UPR CHOP act | Gli-Sufu antag | CXCR6 inh | Mdm2 MdmX PPI | 697 NFkB inh | EBI2 block | CCR6 antag
Entry for CCc1ccc(C2=NN(CCC(=O)NC(C)c3ccc4c(c3)OCCO4)C(=O)CC2)cc1 (stereo unspecified) → 0.8 | -11.3 | -0.7 | 10.0 | -1.8 | -10.6 | -7.0 | -3.8 | 4.2
Entry for O=C(O)CSc1nc2sc3c(c2c(=O)n1Cc1ccccc1)CCCCC3 → -1.3 | -46.6 | 6.2 | 0.7 | -5.8 | 26.5 | -48.6 | -6.4 | 3.4
Entry for CCOc1cc(CNCCO)cc(Br)c1OCc1ccccc1 → -1.5 | 42.7 | -1.8 | 32.4 | -4.9 | 16.6 | -4.9 | -11.1 | 14.6
Entry for CN(Cc1ccccc1)C(=O)CCC(=O)N(C)Cc1ccccc1 → 0.5 | -31.9 | 1.3 | -44.8 | -3.2 | -35.1 | -33.9 | 0.7 | -1.1

The listing continues.
SMILES	XBP1 UPR activ	Jurkat NFkB inh	UPR CHOP act	Gli-Sufu antag	CXCR6 inh	Mdm2 MdmX PPI	697 NFkB inh	EBI2 block	CCR6 antag
O=C(CN(C(=O)c1nsc(Cl)c1Cl)c1ccc(F)cc1)NC1CCCC1	-4.2	6.4	-1.0	2.3	-6.2	5.9	-10.7	10.9	15.5
COc1cc(C(=O)Nc2nnc(C(C)(C)C)s2)c([N+](=O)[O-])cc1OC	-0.4	15.4	-0.8	1.1	-0.9	-18.2	-4.2	-3.3	6.7
Nc1ccc(NC(=O)NC2CCCCC2)cc1	-2.8	-0.2	-1.4	-12.6	-2.4	-21.4	8.7	-2.2	16.2
COc1ccc(-c2nnc(SCC(=O)Nc3cc(C)on3)o2)cc1	-2.5	-24.7	-1.7	2.1	0.4	-37.2	-24.8	-12.4	9.9
Cc1ccc(/C=C/c2ccc3cccc(O)c3n2)s1	0.5	-64.5	5.0	-50.3	36.2*	-96.8	-62.9	0.0	52.1*
CCc1cccc(C)c1NC(=S)N(CCN(C)C)C(C)c1cccnc1 (stereo unspecified)	-0.3	7.2	-2.4	28.4	2.5	14.1	-4.5	6.8	-11.6
O=C(COC(=O)Cc1cccc(F)c1)NC(=O)NC1CCCCC1	-1.7	0.5	1.1	5.7	5.0	-1.2	24.0	1.9	6.5
OCC[C@H]1C[C@@H](O)[C@H](O)[C@]2(CCc3ccccc3O2)O1	-0.8	5.9	-0.7	5.3	0.8	1.6	-8.7	-5.9	4.6
CCOC(=O)N1CCN(c2cc(=O)n(-c3ccccc3C)c(=O)[nH]2)CC1	3.9	3.3	-1.3	-4.5	2.4	6.4	-11.1	-3.9	4.5
CCCN1C=CC(=C2C(=O)c3ccccc3C2=O)C=C1	-5.5	69.4*	-9.2	78.5*	0.1	87.9*	43.5*	-2.6	13.5
Nc1c(N(CCC2=CCCCC2)C(=O)COc2ccc(F)cc2)c(=O)[nH]c(=O)n1Cc1ccccc1	-1.1	-3.6	-0.8	0.4	-10.4	53.2*	25.6	3.9	-1.7
C=CCNC(=O)NC(=O)COC(=O)CCCSc1nc2ccccc2[nH]1	3.6	-13.6	2.5	3.5	-0.4	-34.3	-12.2	2.7	-11.2
Cc1ccc(/C=C2\CCn3c2nc2cc(C(=O)O)ccc2c3=O)c(C)c1	2.1	3.2	0.5	1.4	2.5	10.8	2.4	-8.0	19.0
CSc1ccc(COC(=O)c2cc([N+](=O)[O-])ccc2N2CCOCC2)cc1	5.2	81.1*	1.9	41.8	-3.5	61.4*	-84.8	42.9	7.2
COC(=O)CCC(=O)OC1(C)C(=O)C=C2C=C(c3ccsc3)OC=C2C1=O (stereo unspecified)	-1.8	13.6	0.8	29.5	-3.9	14.4	12.7	-8.3	12.7
Cc1c(C(=O)NCCCn2ccnc2)oc2ccccc12	-3.0	-1.6	0.3	-13.0	3.1	-1.3	-3.9	-8.2	-12.0
COc1cc(C(=O)NC2CCCc3ccccc32)cc(OC)c1C (stereo unspecified)	-6.4	13.7	0.8	-2.9	-5.0	23.7	5.4	10.0	7.8
COc1ccc(CCNS(=O)(=O)c2cc3c(cc2C)NC(=O)CO3)cc1OC	1.1	-3.7	-0.2	1.3	0.6	9.5	10.5	-5.5	5.2
COc1ccccc1CN1CC(C(=O)NCCN2CCNC2=O)CCC1=O (stereo unspecified)	0.8	10.1	-0.3	7.5	-2.5	19.4	4.3	1.8	-9.8
COc1ccc(C(NC(=O)/C=C/c2ccco2)c2ccc(OC)c(OC)c2)cc1 (stereo unspecified)	-2.2	-1.4	1.8	-1.3	10.4	-44.6	-5.5	-7.5	8.7
O=C(CN(C(=O)Cn1nnc(-c2ccccc2F)n1)c1cccc2c1CCCC2)NCc1ccccc1	-2.8	-2.9	1.9	12.2	0.2	5.3	-47.7	21.3	10.1
COc1ccc(S(=O)(=O)NCc2ccc3c(c2)OCO3)cc1OC	-0.9	3.3	2.5	0.4	8.5	-3.1	11.4	-1.3	3.3
CC(C)Nc1nnc(SCC(=O)/C=C2\N(C)c3ccccc3C2(C)C)s1	-0.8	15.5	-0.7	2.9	1.9	-20.2	8.6	6.9	10.5
COc1ccc(CC(=O)OCC(=O)NCc2ccco2)cc1OC	1.0	19.2	0.7	-0.4	6.3	5.5	12.4	-6.9	1.8
COc1ccccc1CNC(=O)[C@H](C)NC(=O)[C@@H]1Cc2ccccc2CN1	-3.9	6.3	1.1	-3.5	8.2	2.8	12.4	-13.7	4.5
CCOC(=O)C1=C(c2ccccc2)NC(=O)NC1c1ccsc1 (stereo unspecified)	-5.5	-6.5	-2.5	0.7	-5.2	-26.6	-18.6	-1.3	7.6
COCc1ccc(CN2CCc3c([nH]c4ccccc34)C2C(C)(C)C)o1 (stereo unspecified)	-1.6	3.5	0.3	5.2	-7.8	10.3	5.5	4.6	23.8
O=C1NC(=O)N(C2CCCCC2)CC1Br (stereo unspecified)	.	.	.	-2.1	-1.1	.	.	-5.6	3.5
CSc1ccc(N/N=C(/C#N)S(=O)(=O)C(C)(C)C)cc1	-1.8	-10.1	1.2	0.8	9.0	-22.1	1.4	10.5	12.9
Cc1cc(N2C(=O)C3C4CC(c5ccccc5)C(C4)C3C2=O)no1 (stereo unspecified)	-0.5	-16.7	-0.5	2.0	-1.1	3.8	-1.6	-5.6	1.6
CCOC(=O)C1CCN(S(=O)(=O)c2c(C)n(C)c(=O)n(C)c2=O)CC1	-0.7	-2.3	-0.4	17.5	-7.0	-19.6	21.5	-5.9	0.1
Nc1ccc(-n2nncc2-c2ccc(Cl)cc2)cc1	-1.8	6.7	1.3	2.9	8.1	-1.7	1.2	-7.4	9.0
O=S(=O)(Nc1ccc2ccccc2c1)N1CCCCC1	.	.	.	-15.6	1.2	.	.	-2.2	4.7
CCCCN(C(=O)c1cccc(S(=O)(=O)N(C)c2ccc(C)cc2)c1)c1c(N)n(CCCC)c(=O)[nH]c1=O	-4.7	3.7	-0.8	-8.6	10.2	10.1	22.0	-9.7	5.5
CCN(CC)c1ccc2c(c1)C(=O)N(C)C2=O	0.2	1.4	2.8	0.3	-6.3	12.4	0.3	1.3	6.6
COC(=O)c1ccc(C(=O)NC(=S)Nc2ccc3nc(SC)sc3c2)cc1	28.9	-12.6	16.8	-0.6	11.9	80.7*	-33.2	0.4	33.4
